Compound activity (PubChem BioAssay)
TAG inh: triacylglycerol accumulation inhibition | inhibition, % at 12.5 µM | actives 0.66% (n = 230,000) | AID 651582 | H9c2 cells, Nile Red lipid (TAG) fluorescence; cells loaded with 200 µM oleic acid;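 active means pattern-corrected inhibition of lipid staining of at least 50% with the nuclear-stain viability signal not falling by more than 50%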;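 further: 0% = DMSO wells and 100% = triacsin C control wells; some results filed as inactive read as strong as hits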
TAG inh DAPI viability: also measured in TAG inh; calls as there; DAPI nuclei signal change (viability), lower = more cytotoxic, %;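 whole-well DAPI fluorescence read on a plate reader as a viability signal; minus 50 percent equals half of cells still viable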
Starred values were filed as active, the others as inactive. Only part of the results is shown, so the mix of outcomes need not match the whole.

The first 6 entries, ahead of the listing:
For CCOc1ccc(C(O)C(CN2CCOCC2)c2ccccc2)cc1 (stereo not given) the results were TAG inh 8 and TAG inh DAPI viability -7.
`Cc1cc2n(n1)C(c1cccs1)Nc1ccccc1-2` (stereo not given) gave TAG inh -11 and TAG inh DAPI viability 2.
For COc1ccc(-c2csc(/C(C#N)=C\c3ccc(O)c([N+](=O)[O-])c3)n2)cc1OC the results were TAG inh 5 and TAG inh DAPI viability -5.
For CCN1C(=S)N[C@@H](c2cccc(F)c2)C(C(=O)OC)=C1C the results were TAG inh -5 and TAG inh DAPI viability -6.
COc1ccc(C(=O)O)cc1NC(=S)NC(=O)c1ccc(-c2ccc(Cl)cc2)o1 was read as TAG inh 29 and TAG inh DAPI viability -15.
`COc1ccc(S(=O)(=O)N(C)Cc2ccc3c(c2)OCCO3)cc1` gave TAG inh -6 and TAG inh DAPI viability -3.

This part in full (from the top)
For CCOc1ccc(C(O)C(CN2CCOCC2)c2ccccc2)cc1 (stereo not given) the results were TAG inh 8 and TAG inh DAPI viability -7.
`Cc1cc2n(n1)C(c1cccs1)Nc1ccccc1-2` (stereo not given) gave TAG inh -11 and TAG inh DAPI viability 2.
For COc1ccc(-c2csc(/C(C#N)=C\c3ccc(O)c([N+](=O)[O-])c3)n2)cc1OC the results were TAG inh 5 and TAG inh DAPI viability -5.
For CCN1C(=S)N[C@@H](c2cccc(F)c2)C(C(=O)OC)=C1C the results were TAG inh -5 and TAG inh DAPI viability -6.
COc1ccc(C(=O)O)cc1NC(=S)NC(=O)c1ccc(-c2ccc(Cl)cc2)o1 was read as TAG inh 29 and TAG inh DAPI viability -15.
`COc1ccc(S(=O)(=O)N(C)Cc2ccc3c(c2)OCCO3)cc1` gave TAG inh -6 and TAG inh DAPI viability -3.
Screening COC(=O)c1[nH]c2cc(C)ccc2c1NC(=O)CN1CCc2cc(OC)c(OC)cc2C1 returned TAG inh -28 and TAG inh DAPI viability 20.
Screening NC(=O)C1CCN(C(=O)CCn2c(=O)oc3ccccc32)CC1 returned TAG inh 1 and TAG inh DAPI viability 5.
Screening OCC[C@H]1C[C@@H](O)[C@H](O)[C@]2(OCc3ccccc32)O1 returned TAG inh -10 and TAG inh DAPI viability 13.
O=C(c1cnsn1)N1CCN(c2ccccc2)CC1 was read as TAG inh -1 and TAG inh DAPI viability -6.
Screening Cc1ccc(-n2c(C)nc3c(cnn3-c3ccc(C)c(C)c3)c2=O)cc1C returned TAG inh -5 and TAG inh DAPI viability -1.
CCOC(=O)c1ccccc1NC(=O)CSc1ccc(-c2cccnc2)nn1 was read as TAG inh 4 and TAG inh DAPI viability -3.
For COc1ccccc1NC(=O)CCCc1nc(-c2ccc(OC)c(OC)c2)no1 the results were TAG inh 9 and TAG inh DAPI viability -1.
CC(=O)Nc1cccc(NC(=O)c2cc(Cl)ccc2Cl)c1 was read as TAG inh 11 and TAG inh DAPI viability -5.
Screening CCOC(=O)N1CCC(NC(=O)C2=CCN(S(=O)(=O)c3ccc(F)cc3)CC2)CC1 returned TAG inh 9 and TAG inh DAPI viability 2.
Screening C[C@H](CO)N1C[C@H](C)[C@H](CN(C)S(=O)(=O)c2ccc3c(c2)OCCCO3)OCc2cnnn2CCCC1=O returned TAG inh -1 and TAG inh DAPI viability -2.
Cn1c(N)c(C(=O)c2cc(-c3ccccn3)nc3ccccc23)c(=O)[nH]c1=O was read as TAG inh 2 and TAG inh DAPI viability 2.
COc1ccccc1OC(C)C(=O)N(Cc1ccco1)C1CCS(=O)(=O)C1 (stereo not given) was read as TAG inh 4 and TAG inh DAPI viability -3.
Cc1ccsc1C(=O)OCC(=O)NC1CC1 was read as TAG inh -12 and TAG inh DAPI viability 0.
For Cc1cc(=O)[nH]c(SCc2cc(Cl)ccc2OC(F)F)n1 the results were TAG inh -28 and TAG inh DAPI viability 4.
`CC(=O)OC1C(OC(C)=O)C2C(C)CC3OC(=O)C(C)C3CC2(C)C1OC(C)=O` (stereo not given) gave TAG inh 1 and TAG inh DAPI viability -7.
For C=CCn1c(C)cc(C(=O)CSc2nnc(NC(C)C)s2)c1C the results were TAG inh 6 and TAG inh DAPI viability -6.
For CCCc1ccc(C(=O)COC(=O)CN2C(=O)NC3(CCCCC3C)C2=O)cc1 (stereo not given) the results were TAG inh -3 and TAG inh DAPI viability 0.
`CCOc1ccc2nc(Cl)c(CN(C(=O)c3cnccn3)C3CCCC3)cc2c1` gave TAG inh -18 and TAG inh DAPI viability 6.
N#Cc1ccc(OCc2nnc3n2CCCCC3)cc1 was read as TAG inh -9 and TAG inh DAPI viability -4.
O=C(N/N=C/c1ccc(OC(=O)c2cccs2)cc1)c1ccccn1 was read as TAG inh -7 and TAG inh DAPI viability -2.
CCOC(=O)N1CCN(Cc2cc(=O)oc3ccc(Cl)cc23)CC1 was read as TAG inh 2 and TAG inh DAPI viability 6.
Screening COc1cc2c(cc1OC)C(C(=O)Nc1ccc3c(c1)OCCO3)C(c1cccnc1)N(C)C2=O (stereo not given) returned TAG inh -17 and TAG inh DAPI viability -1.
Screening O=C(Nc1ccc(Cl)cn1)C1C(c2ccccc2)C1(Cl)Cl (stereo not given) returned TAG inh -14 and TAG inh DAPI viability 8.
For COc1cc(/C=N/NC(=O)CSc2ccccn2)ccc1OC(C)C the results were TAG inh -5 and TAG inh DAPI viability -3.
For Cc1ccc(S(=O)(=O)N2[C@@H](c3ccc(Cl)c(Cl)c3)C(C(=O)O)=C[C@H]2CC2CCCC2)cc1 the results were TAG inh 0 and TAG inh DAPI viability -3.
For CCOC(=O)C(C(=O)NCCCN1CCOCC1)C1CCCCC1 (stereo not given) the results were TAG inh -7 and TAG inh DAPI viability -6.
`CCOC(=O)c1[nH]c2ccc(OC)cc2c1NS(=O)(=O)c1ccc(OC)cc1OC` gave TAG inh 25 and TAG inh DAPI viability -6.
`CC(Sc1nnc(-c2ccccc2)c(-c2ccccc2)n1)C(=O)NCC1CCCO1` (stereo not given) gave TAG inh 10 and TAG inh DAPI viability -1.
CC[C@]12c3[nH]c4cc(CCC(=O)N(C)C)ccc4c3CCN1C(=O)[C@@H](CC(=O)NCc1ccc(OC)c(OC)c1)C[C@@H]2C(=O)N1CCN(C(=O)c2ccco2)CC1 was read as TAG inh 3 and TAG inh DAPI viability -4.
Fc1ccc2c(c1)C(c1ccncc1)=NNC(c1ccc(Cl)cc1)=N2 was read as TAG inh 1 and TAG inh DAPI viability -12.
For O=C(O)c1sc(C(=O)O)c(-c2ccccc2)c1-c1ccccc1 the results were TAG inh -6 and TAG inh DAPI viability -4.
O=C(COC(=O)C1COc2ccccc2O1)NC(=O)NC1CCCCC1 (stereo not given) was read as TAG inh 7 and TAG inh DAPI viability 0.
Screening Cc1ccc(OCc2cc(C(=O)N(C)C3CCCc4ccccc43)no2)cc1C (stereo not given) returned TAG inh -9 and TAG inh DAPI viability -2.
For COCCCN(C(=O)CC1OC(=O)c2ccccc21)c1c(N)n(Cc2ccccc2)c(=O)[nH]c1=O (stereo not given) the results were TAG inh 26 and TAG inh DAPI viability -14.
For COc1ccc(CC(=O)N/N=C/c2ccc(C)s2)cc1 the results were TAG inh -8 and TAG inh DAPI viability -3.
`O=C(COC(=O)CCC(=O)c1cccs1)NCc1cccs1` gave TAG inh 5 and TAG inh DAPI viability 1.
Screening O=c1c2sccc2[nH]c(=S)n1-c1ccccc1 returned TAG inh 3 and TAG inh DAPI viability -5.
For Cc1ccc(C(=O)N2CCN(c3ccc(NC(=O)c4ccc5c(c4)OCCO5)cc3)CC2)cc1 the results were TAG inh 6 and TAG inh DAPI viability 1.
`COc1cc2c(cc1OC)C(C(=O)Nc1cc(OC)c(OC)c(OC)c1)C(c1cccnc1)N(C)C2=O` (stereo not given) gave TAG inh 0 and TAG inh DAPI viability 8.
Screening CN(C(=O)c1ccc(NC(=O)Cc2ccc([N+](=O)[O-])cc2)cc1)C1CC1 returned TAG inh -31 and TAG inh DAPI viability 4.
`Cc1cccnc1NC(=O)c1ccc(Br)o1` gave TAG inh 0 and TAG inh DAPI viability -2.
`O=C(COC(=O)CCc1ccccc1)NC1CCS(=O)(=O)C1` (stereo not given) gave TAG inh -9 and TAG inh DAPI viability 1.
Screening O=C(Nc1ccc2c(c1)OCO2)c1cnccn1 returned TAG inh 8 and TAG inh DAPI viability -12.
CCS(=O)(=O)c1ccc(O)c(NC(=O)Nc2ccccc2OC)c1 was read as TAG inh -15 and TAG inh DAPI viability 2.

Arranged by length of the SMILES (ascending): part of the list above.
`O=C(COC(=O)CCc1ccccc1)NC1CCS(=O)(=O)C1` (stereo not given) gave TAG inh -9 and TAG inh DAPI viability 1.
CCS(=O)(=O)c1ccc(O)c(NC(=O)Nc2ccccc2OC)c1 was read as TAG inh -15 and TAG inh DAPI viability 2.
`COc1cc2c(cc1OC)C(C(=O)Nc1cc(OC)c(OC)c(OC)c1)C(c1cccnc1)N(C)C2=O` (stereo not given) gave TAG inh 0 and TAG inh DAPI viability 8.

(cont.)
Screening COC(=O)[C@]1(C)N[C@H](CN(C)C(=O)Nc2ccc(C(F)(F)F)cc2)[C@@H]2C(=O)N(C)C(=O)[C@@H]21 returned TAG inh -4 and TAG inh DAPI viability 6.
For CC1CCC/C(=N\NC(=S)NCc2ccccc2)C1 (stereo not given) the results were TAG inh 4 and TAG inh DAPI viability -3.
Screening COc1ccc(NC(=O)COC(=O)/C=C/c2cnc3ccccc3n2)cc1 returned TAG inh 5 and TAG inh DAPI viability -7.
`Cc1ccc(S(=O)(=O)N(CC(O)CN2C(=O)NC(C)(C)C2=O)c2cccc(C)c2)cc1` (stereo not given) gave TAG inh -7 and TAG inh DAPI viability 10.
Screening O=C(Cn1c(=O)n(-c2cccc(Cl)c2)c(=O)n1CC(=O)N1CCCCC1)N1CCCCC1 returned TAG inh -3 and TAG inh DAPI viability -8.
For COC(=O)C/C(C)=N/Nc1ccc(S(=O)(=O)N2CCCC2)cc1[N+](=O)[O-] the results were TAG inh 3 and TAG inh DAPI viability -7.
For Cc1c(/C=C/C(=O)c2ccc(Cl)s2)cnn1C the results were TAG inh 13 and TAG inh DAPI viability -4.
`CCOC(=O)N1CCN(C(=O)CSc2nnc(-c3cccs3)o2)CC1` gave TAG inh 0 and TAG inh DAPI viability -4.
For O=C(CSc1nccn(-c2ccc(Br)cc2)c1=O)Nc1ccccc1F the results were TAG inh -4 and TAG inh DAPI viability -5.
Screening O=C1CCc2cc(S(=O)(=O)Nc3ccccc3)ccc2N1 returned TAG inh -3 and TAG inh DAPI viability 0.
`S=C(NCCC(c1ccccc1)c1ccccc1)Nc1cccc(Cl)c1` gave TAG inh 4 and TAG inh DAPI viability -3.
Screening COc1ccc(C(=O)NCCS(=O)(=O)NCc2cccnc2)cc1 returned TAG inh 1 and TAG inh DAPI viability -5.
Screening CCOC(=O)C1CCN(C(=O)C(C)Oc2ccc(C(=O)c3ccccc3)cc2)CC1 (stereo not given) returned TAG inh -13 and TAG inh DAPI viability -1.
`CC1(/[N+]([O-])=C/c2ccccc2F)CCCCC1=O` (stereo not given) gave TAG inh 8 and TAG inh DAPI viability 1.
For O=C(COc1ccc(Br)cc1F)N1CCN(c2ncccn2)CC1 the results were TAG inh 1 and TAG inh DAPI viability -6.
Screening Cc1ccccc1CN(C)C[C@@H]1OCc2cnnn2CCCC(=O)N([C@H](C)CO)C[C@H]1C returned TAG inh 6 and TAG inh DAPI viability 9.
`Cc1ccccc1OCCC(=O)Nc1ccc2c(C)cc(=O)oc2c1` gave TAG inh -1 and TAG inh DAPI viability 2.
Screening Cc1ccc(C)c(NC(=O)CN2C(=O)CNC2=O)c1 returned TAG inh -1 and TAG inh DAPI viability -3.
For CCc1ccc(NC(=O)C(C)OC(=O)c2ccc(N3CCCC3)c([N+](=O)[O-])c2)cc1 (stereo not given) the results were TAG inh 18 and TAG inh DAPI viability -7.
Screening O=C(COC(=O)c1ccc(-n2cnnn2)cc1)Nc1cc(Cl)ccc1F returned TAG inh 5 and TAG inh DAPI viability 0.
Screening COc1ccc(C2c3ccc(O)cc3Oc3ncn4nc(-c5ccncc5)nc4c32)cc1OC (stereo not given) returned TAG inh 0 and TAG inh DAPI viability -12.
O=C(Cn1nnc2ccccc2c1=O)Nc1ccc(S(=O)(=O)N2CCOCC2)cc1 was read as TAG inh 0 and TAG inh DAPI viability 2.
O=C(c1cc(S(=O)(=O)N2CCOCC2)c(Cl)cc1Cl)N1CCN(S(=O)(=O)c2cccc(F)c2)CC1 was read as TAG inh -20 and TAG inh DAPI viability 7.
Screening C=CCOc1c(Br)cc(CNn2nnnc2N)cc1OC returned TAG inh -8 and TAG inh DAPI viability 2.
For COc1cc2c(cc1OC)CN(C(=O)c1cc(=O)c3ccccc3o1)CC2 the results were TAG inh 20 and TAG inh DAPI viability -10.
COc1ccc(C(C(=O)NC2CCCCC2)N(C(=O)c2ccccn2)c2cccnc2)cc1 (stereo not given) was read as TAG inh 0 and TAG inh DAPI viability 7.
Cc1ccnc(NC(=O)COC(=O)c2ccc(F)cc2F)n1 was read as TAG inh -19 and TAG inh DAPI viability 7.
Screening COc1cc(OC)cc(C(=O)OCC(=O)c2ccc(S(=O)(=O)N3CCCCC3)cc2)c1 returned TAG inh 2 and TAG inh DAPI viability 4.
Screening O=C(NCCN1C(=O)S/C(=C\c2ccc(Cl)c([N+](=O)[O-])c2)C1=O)C1=COCCO1 returned TAG inh 16 and TAG inh DAPI viability -9.
O=c1c2ccccc2nc2n1CCCN2 was read as TAG inh 9 and TAG inh DAPI viability -5.
COc1ccccc1N1CCN(C(=O)c2cccc(S(=O)(=O)NCc3cccnc3)c2)CC1 was read as TAG inh -14 and TAG inh DAPI viability 5.
COc1cccc(-c2nnc(SCC(=O)OC(C)C)n2Cc2ccco2)c1 was read as TAG inh -5 and TAG inh DAPI viability 0.
COc1ccc(N2CCN(Cc3nc(Cc4cccc(F)c4)no3)C(C)C2)cc1 (stereo not given) was read as TAG inh -15 and TAG inh DAPI viability 1.
For Cc1c(Cl)cccc1NC(=O)c1ncn[nH]1 the results were TAG inh 8 and TAG inh DAPI viability -6.
Screening COc1cc(/C=N/NC(=O)c2cccc(S(=O)(=O)N3CCOCC3)c2)cc(OC)c1O returned TAG inh -3 and TAG inh DAPI viability -1.
